Screening results deposited in PubChem BioAssay by National Center for Advancing Translational Sciences (NCATS).
Sm TGR block – S. mansoni TGR enzyme inhibition. Q962Y6. purified TGR, DTNB reduction, TNB absorbance 405 nm. Potency, µM (titrated, usually from 114 µM), inactives show top-dose activity change, negative = inhibition, most hits filed as inhibitors. hit rate 3% among 360,000. AID 485364; also: nearly all actives have a fitted effect of over 60% in size
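TGR 20 nM + NADPH 100 uM (dispensed conc.), cpd preinc 15 min RT; start with NADPH (500 uM addition) then DTNB (15 mM addition). Kinetic TNB absorbance, 405 nm filter. Four-parameter Hill fit across titration.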
TbPYK inhibitor – inhibitors of Trypanosoma brucei pyruvate kinase; hit rate 0.12% among 410,000; TbPYK enzyme, Kinase-Glo Plus ATP luminescence, 45 min; Potency, µM (highest dose often 76.8 µM), for inactives: at the highest dose activity, negative = inhibition, most hits filed as inhibitors; Q57TT1; also: nearly all actives have a fitted effect of over 50% in size
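Screened from lowest to highest concentration, compounds were pinned into TbPYK/substrate mixtures, and ADP (130 uM final) was added. Plates sat at room temperature for 45 min prior to Kinase-Glo Plus detection by luminescence.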
LmPK inhibitor – LmPK (Leishmania mexicana) enzyme inhibition | hit rate 0.37% among 290,000 | Q27686 | Potency, µM (series often up to 57.5 µM), without a hit: top-dose activity change, negative = inhibition, usual class: inhibitors | purified LmPK, Kinase-Glo ATP luminescence, 1 h
Target sequence (Q27686 whole entry, looked up): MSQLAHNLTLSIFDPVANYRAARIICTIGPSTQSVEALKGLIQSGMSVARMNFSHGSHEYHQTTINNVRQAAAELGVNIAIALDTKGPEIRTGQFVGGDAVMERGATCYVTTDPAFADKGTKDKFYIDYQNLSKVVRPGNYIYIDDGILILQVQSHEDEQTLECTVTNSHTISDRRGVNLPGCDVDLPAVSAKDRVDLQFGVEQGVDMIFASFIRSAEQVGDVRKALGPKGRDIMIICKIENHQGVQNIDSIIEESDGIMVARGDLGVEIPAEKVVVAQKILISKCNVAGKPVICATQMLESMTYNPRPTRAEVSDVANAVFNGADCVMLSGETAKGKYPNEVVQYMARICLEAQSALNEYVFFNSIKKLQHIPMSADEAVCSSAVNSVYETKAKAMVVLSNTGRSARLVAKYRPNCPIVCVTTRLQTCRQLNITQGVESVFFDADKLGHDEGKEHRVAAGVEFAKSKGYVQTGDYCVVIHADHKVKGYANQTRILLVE
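Screened at intermediate enzyme activity to detect both inhibitors and activators: LmPK at 0.1 nM, with a 0.5 nM enzyme column as activation reference. PEP 0.5 mM, ADP 0.1 mM; ATP detected by luminescence after 1 h.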
Pf growth 96h – inhibits malaria parasite growth, 96 h; P. falciparum luciferase reporter growth, 96 h; Potency, µM (highest dose often 28.7 µM), inactives show at the top dose activity change, negative = inhibition, hits mostly inhibitors; hit rate 6.9% among 320,000; AID 504834
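Parasite growth measured via integrated firefly luciferase reporter in P. falciparum. Infected erythrocytes at 2% hematocrit, 0.05% parasitemia final were treated 96 hours at 37 C under 5% CO2, and luminescence was read.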
HCV inhibitor – blocks hepatitis C virus; AID 651820; Potency, µM (highest dose often 41.8 µM), inactives show top-dose activity change, negative = inhibition, actives largely listed as inhibitors; hit rate 3.4% among 340,000; Huh7.5.1 HCVcc-Cre infection, luciferase reporter, 44 h
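Cells (1,000/well) were plated 4 h before compound, then infected with HCVcc-Cre virus (~0.5 moi). After 44 h further culture, infection was read as luciferase luminescence following a 15 min substrate incubation at room temperature.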
Pf growth 48h – P. falciparum growth inhibition at 48 hours (one generation); Potency, µM (titrated, usually from 28.7 µM), without a hit: at the highest dose activity change, negative = inhibition, usual class: inhibitors; hit rate 5.9% among 310,000; AID 504832; P. falciparum luciferase growth in erythrocytes, 48 h
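Firefly luciferase activity from engineered P. falciparum reports growth; inhibitors lower the luminescent signal. Cultures contained 2% hematocrit erythrocytes at 0.1% final parasitemia.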
An asterisk follows results filed as active; ? = inconclusive; . = not tested or not shown; [ ] = remark or other dose. Calls follow the shape of the dose curve; as a rule, active = well fitted curve in the direction sought with a large enough effect; inconclusive = small, poorly fitted or top-dose-only effect, or another doubt; inactive = no such curve, though single readings can be large; an effect the other way counts as inactive or inconclusive. % is scaled to controls: 0 for no effect and ±100 for the full control effect; potency is read from the fitted curve at half-maximal effect.

Letters: A = Sm TGR block; B = TbPYK inhibitor; C = LmPK inhibitor; D = Pf growth 96h; E = HCV inhibitor; F = Pf growth 48h
NC1=NC(=O)/C(=C\c2cccs2)S1
  A: 9%; B: -3%; C: -3%; D: 4%; E: -2%; F: 12%

COc1ccc(NC(=S)Nc2ccc3cn[nH]c3c2)cc1
  A: -18%; B: -5%; C: 6%; D: 41%[activator]; E: -1%; F: -26%

O=C(COc1ccc(-c2nnco2)cc1)NCc1ccccc1Cl
  A: -4%; B: -2%; C: -8%; D: ?; E: -2%; F: -4%

CC1=Nc2cc(C(=O)N3CCCC3)ccc2Sc2c(C)ccc(C)c21
  A: -34%; B: 6%; C: 0%; D: 27%; E: 2%; F: ?

COc1ccc(NC(=S)N(CCN2CCOCC2)Cc2ccccc2F)cc1
  A: -3%; B: 0%; C: 8%; D: ?; E: 14%; F: ?

COc1ccccc1Cn1c(SCC(=O)C(C)(C)C)nc2cc(C(=O)N3CCC4(CC3)OCCO4)ccc2c1=O
  A: 2%; B: .; C: 5%; D: ?; E: .; F: 5.9µM*

O=[N+]([O-])c1cccc(-c2noc(-c3cccs3)n2)c1
  A: -1%; B: 0%; C: -10%; D: .; E: -8%; F: 227%[activator]

COc1ccc(Cc2nc3ccc(C(=O)N(C)CCO)cc3o2)cc1
  A: -74%; B: 3%; C: 2%; D: -34%; E: 16%; F: -14%

O=C(/C=C/c1ccc(Cl)cc1)NC(=S)Nc1ccc(NC(=O)c2ccco2)cc1
  A: -2%; B: -6%; C: 4%; D: 15µM*; E: ?; F: -14%

COc1ccc(C=O)cc1CN1CCCN(Cc2ccccc2F)S1(=O)=O
  A: 9%; B: 16%; C: 1%; D: 25%; E: 6%; F: 16%

The list goes on:
Letters: A = Sm TGR block; B = TbPYK inhibitor; C = LmPK inhibitor; D = Pf growth 96h; E = HCV inhibitor; F = Pf growth 48h
Cn1nnnc1SCCNC(=O)C1CCC(=O)N(CCc2cccc(F)c2)C1 (configuration not stated)
  A: 7%; B: 3%; C: -2%; D: 35%[activator]; E: 2%; F: 20%

CC(C)C(C(=O)Nc1ccc(N2CCOCC2)cc1)N1C(=O)c2ccccc2C1=O (configuration not stated)
  A: 0%; B: -10%; C: 1%; D: -22%; E: -4%; F: 18%

Cc1ccc(NC(=O)CCS(=O)(=O)c2cc3c(cc2Cl)NC(=O)CO3)cc1
  A: 6%; B: 0%; C: -17%; D: -3%; E: 6%; F: -4%

CC(=O)/C(N=Nc1cccc(C(F)(F)F)c1)=C(\C)O
  A: 4%; B: -1%; C: -1%; D: 0%; E: ?; F: -11%

Cc1ccc(C)c(CNc2ccc(S(=O)(=O)N3CCCCC3)cc2)c1
  A: -5%; B: 3%; C: .; D: ?; E: 4.5µM*; F: 12µM*

CC1CN(C(=O)Cc2ccc(-c3ccccc3)cc2)CC(C)O1 (configuration not stated)
  A: 3%; B: -1%; C: 1%; D: .; E: ?; F: -3%

CCn1nc(C(C)C(=O)O)c2ccccc2c1=O (configuration not stated)
  A: .; B: 4%; C: -2%; D: -17%; E: -6%; F: -2%

CC1(C)Cc2c(sc(NC(=O)C3CC(Cl)=CCC3C(=O)O)c2C#N)CO1 (configuration not stated)
  A: .; B: 4%; C: 9%; D: 30%[activator]; E: 1%; F: ?

CC1=C(C#N)C(c2cccnc2)C2=C(N1)c1ccccc1C2=O (configuration not stated)
  A: -14%; B: 2%; C: 0%; D: 1%; E: -6%; F: 0%

CCOc1ccc(N2CC(C(=O)Nc3c(C)n(C)n(-c4ccccc4)c3=O)CC2=O)cc1 (configuration not stated)
  A: 6%; B: 5%; C: 9%; D: -4%; E: 11%; F: 1%

Some of these compounds in order of formula weight, low to high.
Letters: A = Sm TGR block; B = TbPYK inhibitor; C = LmPK inhibitor; D = Pf growth 96h; E = HCV inhibitor; F = Pf growth 48h
CCn1nc(C(C)C(=O)O)c2ccccc2c1=O (configuration not stated)
  A: .; B: 4%; C: -2%; D: -17%; E: -6%; F: -2%

CC(=O)/C(N=Nc1cccc(C(F)(F)F)c1)=C(\C)O
  A: 4%; B: -1%; C: -1%; D: 0%; E: ?; F: -11%

CC1=C(C#N)C(c2cccnc2)C2=C(N1)c1ccccc1C2=O (configuration not stated)
  A: -14%; B: 2%; C: 0%; D: 1%; E: -6%; F: 0%

CC1CN(C(=O)Cc2ccc(-c3ccccc3)cc2)CC(C)O1 (configuration not stated)
  A: 3%; B: -1%; C: 1%; D: .; E: ?; F: -3%

COc1ccc(Cc2nc3ccc(C(=O)N(C)CCO)cc3o2)cc1
  A: -74%; B: 3%; C: 2%; D: -34%; E: 16%; F: -14%

COc1ccc(C=O)cc1CN1CCCN(Cc2ccccc2F)S1(=O)=O
  A: 9%; B: 16%; C: 1%; D: 25%; E: 6%; F: 16%

CC1(C)Cc2c(sc(NC(=O)C3CC(Cl)=CCC3C(=O)O)c2C#N)CO1 (configuration not stated)
  A: .; B: 4%; C: 9%; D: 30%[activator]; E: 1%; F: ?

Cn1nnnc1SCCNC(=O)C1CCC(=O)N(CCc2cccc(F)c2)C1 (configuration not stated)
  A: 7%; B: 3%; C: -2%; D: 35%[activator]; E: 2%; F: 20%

CC(C)C(C(=O)Nc1ccc(N2CCOCC2)cc1)N1C(=O)c2ccccc2C1=O (configuration not stated)
  A: 0%; B: -10%; C: 1%; D: -22%; E: -4%; F: 18%

Cc1ccc(NC(=O)CCS(=O)(=O)c2cc3c(cc2Cl)NC(=O)CO3)cc1
  A: 6%; B: 0%; C: -17%; D: -3%; E: 6%; F: -4%

CCOc1ccc(N2CC(C(=O)Nc3c(C)n(C)n(-c4ccccc4)c3=O)CC2=O)cc1 (configuration not stated)
  A: 6%; B: 5%; C: 9%; D: -4%; E: 11%; F: 1%

COc1ccccc1Cn1c(SCC(=O)C(C)(C)C)nc2cc(C(=O)N3CCC4(CC3)OCCO4)ccc2c1=O
  A: 2%; B: .; C: 5%; D: ?; E: .; F: 5.9µM*

(cont.)
Letters: A = Sm TGR block; B = TbPYK inhibitor; C = LmPK inhibitor; D = Pf growth 96h; E = HCV inhibitor; F = Pf growth 48h
CCOc1cc(C(=O)N2CCN(C/C=C/c3ccccc3)CC2)cc(OCC)c1OCC
  A: -6%; B: 0%; C: 14%; D: 5.2µM*; E: -18%; F: .

Cn1ncc(Br)c1C(=O)Nc1ccc(Br)cn1
  A: 0%; B: -4%; C: 2%; D: 48%[activator]; E: 0%; F: 37%[activator]

Cc1noc(C)c1CSc1ncnc2sc3c(c12)CCCCC3
  A: -14%; B: -6%; C: 1%; D: -18%; E: ?; F: -14%

CN(C)CCCn1cnc2c1c(=O)[nH]c(=O)n2Cc1ccccc1
  A: -21%; B: 5%; C: -1%; D: 3%; E: 14%; F: 13%

Cc1cc(-c2ccccc2)nc2cc(C(=O)NCCCn3ccnc3)nn12
  A: 2%; B: -4%; C: -1%; D: ?; E: 2%; F: -28%

CC1Oc2ccccc2N(CC(=O)NCCc2ccccc2)C1=O (configuration not stated)
  A: -7%; B: -1%; C: -5%; D: -17%; E: -11%; F: ?

O=C(Cn1cnc2c(nnn2Cc2ccc(Cl)cc2)c1=O)NCc1ccco1
  A: ?; B: 1%; C: -2%; D: 71%[activator]; E: 18%; F: -13%

NC(=O)CS(=O)(=O)c1nc2ccccc2n1CC(=O)N1CCCCC1
  A: 1%; B: 1%; C: -7%; D: 28%; E: -8%; F: -20%

O=C(O)c1ccc(-c2nc3ccccc3[nH]2)cc1
  A: -1%; B: ?; C: ?; D: -2%; E: 3%; F: 15%

COC(=O)c1ccc(Sc2ccc(F)cc2)c(N)c1
  A: 3%; B: -24%; C: -3%; D: 28%; E: -10%; F: .

COc1ccc(C(=O)NCCc2cn3ccc(C)cc3n2)cc1
  A: 5%; B: 5%; C: 0%; D: -5%; E: -14%; F: 0%

O=c1cnnc(N/N=C/c2cccs2)[nH]1
  A: 14%; B: -8%; C: 2%; D: ?; E: 30%; F: 9%
